Screens from PubChem.
p97 ATPase inh = human p97 ATPase inhibition. recombinant p97 ATPase, Kinase-Glo ATP luminescence, 3 h. inhibition, % at 8 µM. actives 0.42% (n = 220,000). AID 1481; in the data active = inhibition above about 15%;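 note: 0% = DMSO vehicle and 100% = wells lacking enzyme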
MDM2 E3 inh = inhibitors of human Mdm2 E3 ubiquitin ligase; Q00987; cell-based MDM2 ubiquitination luciferase reporter, 2 h; 0 = plate control, 100 = twice control, blank-subtracted; signal enhancement, % at 5 µM; actives 0.11% (n = 210,000); AID 1230;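 active = signal enhancement of 30% or more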;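 note: luminescence tracks abundance of the self-degrading MDM2-luciferase fusion protein; higher signal means inhibition of MDM2 E3 ligase activity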
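test system = mammalian cells stably expressing self-ubiquitinating, self-degrading MDM2 E3–luciferase fusion | quantity = 2000 cells/well | incubation = cell settling 4 h, compound treatment 2 h, both 37 °C | signal = luminescence with SteadyLite reagent, 15 min at room temperature | evaluation = % enhancement relative to plate controls after blank subtraction | benchmarks = plate controls and plate blanks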
NPY1 pot ag = potentiators or agonists of human neuropeptide Y receptor Y1; P25929; NPY-Y1 expressing cells, potentiator/agonist activation; activation, % at 3.6 µM; actives 0.37% (n = 220,000); AID 1304; in the data active = activation above about 33%, passing the limit was not always enough;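 note: cells stimulated with NPY at EC10 then isoproterenol at EC100; 0% = low agonist plus stimulus and 100% = saturating agonist plus stimulus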
Target sequence (P25929 whole entry, looked up): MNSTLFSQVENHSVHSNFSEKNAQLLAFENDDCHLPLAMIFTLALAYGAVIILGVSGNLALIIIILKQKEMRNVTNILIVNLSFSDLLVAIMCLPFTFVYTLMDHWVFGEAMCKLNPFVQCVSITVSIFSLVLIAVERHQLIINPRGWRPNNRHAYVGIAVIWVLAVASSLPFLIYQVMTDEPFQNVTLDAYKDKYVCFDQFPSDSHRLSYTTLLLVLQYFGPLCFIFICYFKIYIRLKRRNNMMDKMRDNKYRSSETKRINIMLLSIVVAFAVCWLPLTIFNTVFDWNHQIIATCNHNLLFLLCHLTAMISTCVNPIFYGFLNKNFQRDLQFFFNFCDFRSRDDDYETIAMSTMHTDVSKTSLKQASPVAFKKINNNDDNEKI
Runt-SMMHC FRET = Runt domain-CBFb-SMMHC interaction inhibition. AID 1434. inhibition, % at 20 µM. actives 0.74% (n = 220,000). Cerulean-Runt/Venus-CBFb-SMMHC FRET ratio 530/480, 1 h. Q01196+Q13951;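 active = mean inhibition across duplicate retests at 20 µM reaching about 50%, limit read from the data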;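 note: 0% = DMSO wells and 100% = wells with excess untagged CBFb-SMMHC; inhibitors lower the FRET ratio by blocking Runt binding to CBFb-SMMHC; some results filed as inactive read as strong as hits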
NPY-Y1 antag = antagonists of human neuropeptide Y receptor Y1; HEK293-CNG Y1 cells, membrane potential fluorescence; NPY at EC95, then isoproterenol; inhibition, % at 3.6 µM; actives 1% (n = 200,000); AID 1040;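 active = inhibition above the campaign mean inhibition of all tested compounds plus 3 SD, cut at about 20% in these data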;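 note: 0% = DMSO wells given NPY plus isoproterenol and 100% = isoproterenol alone without NPY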
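Material: HEK293 cells co-expressing NPY Y1 receptor and cyclic-nucleotide gated channel. Timing: compound incubation 1 h at room temperature, readout 45 min post-stimulation. Signal: fluorescence, membrane potential probe.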
Hck Nef HTS = blocks Nef-activated human Hck kinase | Recombinant Hck-YEEI plus Nef, Z-Lyte FRET kinase assay | inhibition, % at 20 µM | actives 0.68% (n = 220,000) | AID 463187;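 active = Hck-Nef kinase inhibition above about 50%, limit read from the data; inactive = inhibition below that limit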;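 note: 0% = DMSO with Hck plus Nef and 100% = Hck alone without Nef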
Target sequence (P08631 whole entry, looked up): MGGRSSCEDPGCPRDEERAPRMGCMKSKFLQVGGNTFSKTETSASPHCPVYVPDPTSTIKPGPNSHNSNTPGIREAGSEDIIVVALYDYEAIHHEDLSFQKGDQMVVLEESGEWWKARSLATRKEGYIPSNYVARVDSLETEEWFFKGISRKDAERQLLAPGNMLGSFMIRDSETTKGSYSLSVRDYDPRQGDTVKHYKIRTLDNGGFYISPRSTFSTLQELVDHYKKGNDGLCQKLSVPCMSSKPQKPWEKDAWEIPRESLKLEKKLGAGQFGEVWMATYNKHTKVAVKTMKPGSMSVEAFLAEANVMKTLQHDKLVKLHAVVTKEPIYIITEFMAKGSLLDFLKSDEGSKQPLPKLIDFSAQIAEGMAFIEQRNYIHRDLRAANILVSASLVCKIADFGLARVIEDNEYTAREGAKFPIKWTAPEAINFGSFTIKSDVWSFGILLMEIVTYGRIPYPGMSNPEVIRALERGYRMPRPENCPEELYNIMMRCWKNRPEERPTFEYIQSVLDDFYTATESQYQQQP
RBBP9 inh = human RBBP9 hydrolase inhibition | O75884 | recombinant RBBP9, FP-Rh probe fluorescence polarization | inhibition, % at 7.94 µM | actives 0.2% (n = 220,000);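 active = inhibition above the campaign mean of all tested compounds plus 3 SD, cut at about 14% in these data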;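 note: plate controls were DMSO wells with RBBP9 for no effect and wells lacking RBBP9 protein for full effect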
Target sequence (O75884 whole entry, looked up): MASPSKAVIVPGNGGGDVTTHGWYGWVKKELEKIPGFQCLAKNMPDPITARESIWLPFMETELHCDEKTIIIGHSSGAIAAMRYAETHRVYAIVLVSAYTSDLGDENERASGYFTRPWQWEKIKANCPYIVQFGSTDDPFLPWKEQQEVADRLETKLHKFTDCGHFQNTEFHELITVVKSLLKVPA
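Test system: recombinant human RBBP9; Timing: 30 min then 45 min, 25 °C; Detection: fluorescence polarization; Control set: RBBP9 with DMSO as uninhibited control, no-protein wells as full inhibition; Compound dosing: one concentration, 7.94 µM nominal, 0.794% DMSO; Probe or stimulus: FP-Rh activity-based probe, 375 nM before mixing.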
Runt-CBFb FRET = blocks binding of human RUNX1 Runt domain to CBFb; AID 1496; inhibition, % at 20 µM; Cerulean-Runt/Venus-CBFb FRET ratio 530/480, 1 h; Q01196+Q13951; actives 0.46% (n = 220,000);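 active = inhibition over about 50% at 20 µM in the single-dose screen, limit read from the data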;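 note: 0% = DMSO wells and 100% = excess unlabeled CBFb competitor control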
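Measured by: fluorescence energy transfer, 422 nm excitation, 530/480 nm emission; Assay system: Cerulean-Runt domain; Medium: Tris pH 7.5 buffer with BSA; Measure: loss of energy transfer signal; Controls: 5 µM unlabeled CBFb as full-inhibition high control; Incubation: protein complex preformed 1 h, compound exposure 1 h, room temperature, dark.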
NPY-Y2 PAM-ag = potentiates or activates human NPY-Y2 receptor. cells expressing NPY-Y2, potentiator/agonist read-out. activation, % at 3.6 µM. actives 0.45% (n = 220,000). AID 1359; in the data active = activation above about 27%;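 note: cells stimulated with NPY near EC25 plus isoproterenol at EC100; 0% = vehicle plus submaximal agonist and 100% = vehicle plus saturating agonist; some results beyond the cut were filed as inactive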
* hit, by the source's call; x = not tested or not shown.

SMILES | p97 ATPase inh | MDM2 E3 inh | NPY1 pot ag | Runt-SMMHC FRET | NPY-Y1 antag | Hck Nef HTS | RBBP9 inh | Runt-CBFb FRET | NPY-Y2 PAM-ag
CCN(CC)C(=O)c1ccc(CS(=O)(=O)c2ccc(OC)cc2)o1 | 0 | -16 | -11 | -1 | -1 | 7 | 1 | 1 | 3
CCC(=O)N1CCN(c2ccccc2NC(=O)c2ccc(OC)c(Cl)c2)CC1 | -5 | -18 | -21 | -2 | 4 | 0 | -13 | 0 | -22
O=C(COC(=O)/C=C/c1nc2ccccc2s1)Nc1cccc(Cl)c1Cl | -6 | -18 | -14 | 0 | 2 | -1 | -3 | -2 | -4
COc1ccc(C(=O)Nc2ccc(C(=O)NCCc3ccccc3)cc2)cc1 | 3 | 5 | -5 | 3 | 4 | 34 | -3 | 3 | -12
Cc1ccc2nc(Cl)c3nnnn3c2c1 | 6 | -19 | 1 | 6 | -4 | 32 | 0 | 15 | -11
CCN(CC)c1ccc(C(=O)N/N=C(\C)c2cccc(OC)c2)cc1 | 0 | -4 | -17 | -2 | 4 | 4 | -3 | -2 | -3
Cc1c(NC(=O)c2cc(CC(C)C)on2)c(=O)n(-c2ccccc2)n1C | 5 | -5 | 10 | 2 | 3 | 0 | -3 | 0 | -3
N#Cc1nc(-c2cccs2)oc1N1CCOCC1 | 0 | -3 | -10 | 3 | -5 | 3 | 0 | 0 | -10
CC(C)(C)C1CCC(=NNC(=S)NCc2ccccc2)CC1 (configuration not stated) | 0 | -3 | 14 | -1 | 1 | 1 | 1 | 0 | 10
COC(=O)N(NC(=O)C(O)(CCC(C)C)CCC(C)C)c1ccccc1 | -5 | -6 | -40 | 2 | 52* | -14 | -5 | 0 | -15
COc1cc(/C=N\NC(=O)c2cccc(Cl)c2)ccc1Oc1ccc([N+](=O)[O-])cn1 | 9 | -14 | 3 | -4 | x | 14 | -4 | 2 | 0
COc1ccccc1C1C(C(=O)NCc2ccccc2)=C(C)Nc2ncnn21 (configuration not stated) | 5 | -20 | 14 | 4 | -7 | -12 | -5 | 0 | 9
COCCn1c(SCC(=O)Nc2nnc(C)s2)nnc1-c1ccncc1 | 3 | -7 | 21 | -1 | 0 | 2 | -14 | 1 | 16
O=C(Cn1nnc2ccccc21)c1cccc([N+](=O)[O-])c1 | 2 | 4 | -16 | -5 | 1 | 3 | -8 | 0 | 9
N/C(=N\OC(=O)COc1ccccc1Cl)c1ccc(Cl)cc1 | 1 | -3 | -23 | -2 | 8 | 2 | -2 | -3 | -24
NS(=O)(=O)c1cccc(NC(=O)CSc2nc3nc(-c4cccs4)cc(C(F)(F)F)c3c(=O)[nH]2)c1 | 7 | -5 | -3 | 9 | x | 26 | -15 | -3 | 10
Cc1ccc(S(=O)(=O)N2CCOCC2)cc1C(=O)NC(=S)N1CC(C)CC(C)C1 (configuration not stated) | 0 | -7 | 14 | -2 | x | 16 | -2 | -1 | 0
Cc1oc2cc(OCC(=O)O)ccc2c(=O)c1Oc1ccccc1 | 4 | -3 | 14 | 0 | -3 | 2 | 2 | 2 | 2
CCN1C(=O)/C(=C\c2cccs2)C(C(=O)OC)=C1C | 1 | -7 | -13 | -2 | -1 | -18 | 4 | -1 | 8
CCOC(=O)c1ccc(COC(=O)c2cc(=O)[nH]c3ccccc23)o1 | 4 | -13 | -27 | -1 | 7 | 5 | 1 | -1 | 14
O=C(COc1ccc(Cl)cc1)Nc1cnn(Cc2c(Cl)cccc2Cl)c1 | -6 | -18 | 3 | -2 | 2 | -1 | -10 | 2 | -7
COCCCNC(=O)CC(NCCCOC)C(=O)O (configuration not stated) | -1 | -29 | -2 | -1 | 2 | 2 | -9 | -1 | -8
NNc1ccc2nnc(C(F)(F)C(F)(F)C(F)(F)F)n2n1 | 13 | -16 | 15 | -4 | -1 | 12 | -5 | -1 | -9
Cc1ccc(N2C(=O)N(c3ccc(C)cc3)C3CS(=O)(=O)CC32)cc1 (configuration not stated) | -2 | -14 | -5 | -2 | 8 | 0 | 3 | -1 | -5
CNC(=S)NNC(=O)COc1ccccc1C | 2 | -19 | -5 | 8 | 2 | 0 | -6 | 8 | -11
CCc1ccc(CCC(=O)Nc2ccc(OC)cc2)o1 | 4 | -2 | -8 | 3 | -5 | 7 | 1 | -1 | 8
CSc1sc2ccccc2[n+]1CCCS(=O)(=O)[O-] | 8 | 10 | -16 | 0 | -2 | 0 | 8 | -2 | 1
Cc1[nH]nc(N=CC2=C(O)CC(C)(C)CC2=O)c1-c1ccc(Cl)cc1 | 4 | -31 | -8 | -3 | 0 | 1 | -1 | -5 | 11
O=C(CSc1nnc(SCc2ccc(Cl)cc2)s1)N1CCN(C(=O)c2ccco2)CC1 | -5 | -5 | 0 | -6 | 3 | 3 | -9 | -10 | -7
COC(=O)c1ccc(NC(=O)COc2ccc(S(=O)(=O)NC(C)C)cc2)cc1 | -2 | -31 | 17 | -3 | 1 | 6 | 0 | -2 | 1

Compounds listed so far with fluorine:
SMILES | p97 ATPase inh | MDM2 E3 inh | NPY1 pot ag | Runt-SMMHC FRET | NPY-Y1 antag | Hck Nef HTS | RBBP9 inh | Runt-CBFb FRET | NPY-Y2 PAM-ag
NS(=O)(=O)c1cccc(NC(=O)CSc2nc3nc(-c4cccs4)cc(C(F)(F)F)c3c(=O)[nH]2)c1 | 7 | -5 | -3 | 9 | x | 26 | -15 | -3 | 10
NNc1ccc2nnc(C(F)(F)C(F)(F)C(F)(F)F)n2n1 | 13 | -16 | 15 | -4 | -1 | 12 | -5 | -1 | -9

More structures
SMILES | p97 ATPase inh | MDM2 E3 inh | NPY1 pot ag | Runt-SMMHC FRET | NPY-Y1 antag | Hck Nef HTS | RBBP9 inh | Runt-CBFb FRET | NPY-Y2 PAM-ag
Cc1cccc(NC(=O)c2c(C)nc3ccccn23)c1 | 6 | x | 5 | 0 | -1 | 7 | -7 | 0 | 11
CCOc1ccc(NC(=O)CCCCn2c(=O)[nH]c3ccsc3c2=O)cc1 | 5 | -8 | 21 | -3 | -1 | 10 | -7 | -5 | -2
Cc1ccc(N(C)S(=O)(=O)c2ccc(C)cc2)cc1 | -2 | -18 | 29 | 0 | 1 | 1 | -2 | -1 | 7
O=C(CSc1nnc(-c2ccc(F)cc2)c2ccccc12)NCC1CCCO1 (configuration not stated) | 0 | -12 | 10 | -3 | -1 | 27 | -5 | -1 | 2
C/C(N)=C(/C#N)C(=O)COC(=O)CNS(=O)(=O)c1c(F)cccc1F | 7 | -13 | 14 | 2 | -5 | 19 | -2 | 0 | 1
COC(=O)c1oc2ccc(OC)cc2c1N | 5 | 4 | 25 | 2 | -8 | 3 | -8 | 0 | 10
C/C(=N/OCO/N=C(\C)c1ccccc1F)c1ccccc1F | 4 | -6 | -2 | 0 | 4 | 3 | -8 | 0 | 8
COc1cc(/C=N/NC(=O)c2ccoc2C)cc(OC)c1OC | 2 | x | 11 | x | 7 | 0 | -2 | x | 9
Cc1ccc(C(=O)COC(=O)c2cc(=O)[nH]c3ccccc23)cc1 | 8 | -4 | 6 | -2 | 0 | 16 | -3 | -1 | 2
C=CCC(NCCCO)c1cccc(OC)c1OC (configuration not stated) | -1 | -11 | -15 | 2 | 4 | 0 | -5 | 1 | -2
Cn1nc(Cc2n[nH]c(=S)n2C)c2ccccc2c1=O | 7 | 6 | 5 | 1 | x | 11 | -5 | 5 | 12
CCCCNS(=O)(=O)c1ccc(NS(=O)(=O)c2c(C)cc(C)cc2C)cc1 | -2 | -16 | 6 | 3 | 0 | 2 | -9 | 0 | 7
NS(=O)(=O)c1ccc(Nc2nc(-c3ccc(F)cc3)cs2)cc1 | 8 | 4 | 13 | -2 | -8 | -3 | -7 | 1 | 18
NC(=O)C1CCN(CC(O)CSc2ccccc2)CC1 (configuration not stated) | 5 | -5 | 1 | 1 | x | 3 | 7 | 4 | -34
C/C=C(/C)C(=O)Nc1cccc(C2=NOC3(C2)C[C@@H](C(N)=O)N(C(=O)CCCCC)C3)c1 (some centres not stated) | x | 13 | x | 4 | x | 30 | x | 2 | x
Cc1cc(S(N)(=O)=O)c(N)c(S(N)(=O)=O)c1 | 9 | 1 | 15 | -3 | x | 9 | 0 | 2 | -6
CC1(C)CC(=NOC(=O)c2ccccc2)CC(C)(C)N1 | -2 | -14 | 2 | -3 | -3 | 0 | -7 | x | 2
Cn1nc([N+](=O)[O-])nc1Sc1nnnn1-c1cccc(C(=O)O)c1 | 6 | -2 | 9 | -1 | x | 17 | 0 | 1 | 0
O=C(COC(=O)c1cc[n+]([O-])cc1)NCc1ccccc1Cl | 1 | -1 | 5 | 1 | -5 | 20 | -4 | -1 | 0
CCCCNC(=O)Cn1cnc2c(cnn2-c2ccc(C)c(C)c2)c1=O | -4 | -2 | 7 | 1 | -1 | 0 | -6 | -1 | -7
O=C1CC(NCc2ccco2)C(=O)N1CCc1ccccc1 (configuration not stated) | -1 | 4 | -1 | -3 | -3 | 2 | -8 | 2 | 4
Cc1ccc(Nc2nc(N)nc(CSc3nc(C)cc(C)n3)n2)cc1 | -3 | 4 | 11 | 5 | 7 | -2 | 5 | -1 | 11
Cc1cc(N=Cc2c(O)ccc3cc(Br)ccc23)no1 | 4 | 5 | -15 | 48 | 7 | 21 | -2 | 27 | 10
O=C1c2ccccc2C(=O)N1CCCCN(C(=O)c1ccc(Cl)s1)c1ccc(Cl)cc1 | 0 | 4 | -15 | 0 | -1 | 3 | -5 | -2 | -3
O=S(=O)(c1ccc(Cl)c(NC(=S)Nc2cccc(O)c2)c1)N1CCOCC1 | 0 | -49 | 3 | -6 | 5 | 3 | -7 | 5 | 8
CC(=O)N(C1=C(Cl)C(=O)c2ccccc2C1=O)C1CCCCC1 | 8 | -85 | -6 | 70* | x | -39 | 55* | 33 | -39
CC(=O)Nc1ccc(Nc2nc(-c3ccccc3)nc3ccccc23)cc1 | 10 | -27 | -8 | -1 | 1 | -17 | 6 | -2 | 19
Cc1c(C(=O)NC2CCCc3ccccc32)oc2ccc(S(=O)(=O)N3CCOCC3)cc12 (configuration not stated) | -2 | -1 | -14 | -1 | -2 | 1 | -3 | -4 | -3
Cn1c(SCC(=O)NNC(=O)Cc2ccccc2)nnc1-c1ccc(Cl)cc1 | 3 | -8 | -11 | 1 | 11 | -3 | 0 | -1 | 3
O=C(NCc1ccccc1)c1ccc(F)c(F)c1 | 0 | -4 | 1 | -8 | 3 | -5 | 0 | -1 | 6
